Screens from PubChem.
NALP1 inh – NALP1 inflammasome inhibitors in reconstituted yeast, colorimetric, S. cerevisiae, triplicate retest. S. cerevisiae NALP1/ASC/caspase-1 growth, X-gal OD620, 72 h. inhibition, % at 10 µM. 0.61% of 280,000 active. AID 2071, 2009; in the data active = inhibition mostly above about 24%, no sharp cut-off; inactive = mostly below about 32%; note: some compounds called inactive have numbers as strong as hits
MEKK2 WT-MEK5 – modulators of MEK5 binding to wildtype MEKK2, primary screen, biochemical, multiplex bead flow cytometry, Alexa488-MEK5 | Mitogen-activated protein kinase kinase kinase 2 (Homo sapiens), Q9Y2U5 | Alexa488-MEK5 binding to MEKK2 WT; actives lie on both sides | binding response (% of control), % at 10 µM | 1.1% of 290,000 active; in the data active = binding response below about 67% or above about 130%
SUMO HTRF inh – inhibitors of in vitro SUMOylation cascade, primary screen, biochemical, HTRF, uHTS | SUMO-conjugating enzyme UBC9 (Homo sapiens), P63279 | HTRF SUMOylation assay, SAE1/SAE2 + UBC9 | inhibition, % at 35 µM | 0.36% of 290,000 active; in the data active = inhibition above about 50%, passing the limit was not always enough; note: strong numbers were not always called active
Target sequence (P63279 whole entry, looked up): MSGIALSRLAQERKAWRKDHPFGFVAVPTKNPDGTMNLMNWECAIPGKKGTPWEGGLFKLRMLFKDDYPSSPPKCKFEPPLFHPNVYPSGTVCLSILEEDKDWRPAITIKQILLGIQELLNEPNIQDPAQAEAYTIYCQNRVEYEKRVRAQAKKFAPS
PfM18AAP inh – PfM18AAP inhibitors, malaria aminopeptidase, primary screen, biochemical, QFRET, recombinant enzyme; inhibition, % at 7.35 µM; M18 aspartyl aminopeptidase (Plasmodium falciparum 3D7); AID 1822, 2009; H-Glu-NHMec fluorogenic cleavage; 1.2% of 290,000 active;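 active = inhibition above the campaign mean inhibition over all tested compounds plus 3 SD, cut at about 28% in these data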;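 note: 0% = plate median of test compound wells and 100% = 2 mM ZnCl2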
MEKK2 mut-MEK5 – MEK5 binding signal on mutant MEKK2 PB1, primary screen, biochemical, multiplex bead flow cytometry, Alexa488-MEK5; Alexa488-MEK5 binding to MEKK2 mutant; percent response, % at 10 µM; 0.35% of 290,000 active; in the data active = percent response above about 24%, passing the limit was not always enough; note: inactives centre near 1; some results filed as inactive read as strong as hits; reference of the scale not given here
pCIP destab – p/CIP-EGFP fusion destabilizers, primary screen, fluorescence, F442A cells | Q05BA5 | 16 h | decrease of EGFP signal, % at 10 µM | 0.01% of 290,000 active | AID 1984, 2009;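 active = EGFP signal decrease of at least 30% at 10 µM or well 3 SD below plate mean, unless failing retest; inactive = the rest, including hits failing retest or dose response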; note: some compounds called inactive have numbers as strong as hits; many of its hits are not listed in these tables
MEKK3 PB1 HTS – modulators of MEKK3-MEK5 PB1 binding, primary screen, biochemical, wildtype MEKK3, multiplex bead flow cytometry, Alexa488-MEK5; 1.4% of 290,000 active; binding response (% of control), % at 10 µM; bead-based flow cytometry, Alexa488-MEK5 binding to MEKK3; actives lie on both sides; 0 = blocked by unlabeled MEK5, 100 = vehicle;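 active = binding response more than 3 SD above or below the average of its plate-row segment, actives on both sides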;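 note: Alexa488 bead fluorescence after subtracting the streptavidin-only scavenger bead signal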
Target sequence (Q99759 whole entry, looked up): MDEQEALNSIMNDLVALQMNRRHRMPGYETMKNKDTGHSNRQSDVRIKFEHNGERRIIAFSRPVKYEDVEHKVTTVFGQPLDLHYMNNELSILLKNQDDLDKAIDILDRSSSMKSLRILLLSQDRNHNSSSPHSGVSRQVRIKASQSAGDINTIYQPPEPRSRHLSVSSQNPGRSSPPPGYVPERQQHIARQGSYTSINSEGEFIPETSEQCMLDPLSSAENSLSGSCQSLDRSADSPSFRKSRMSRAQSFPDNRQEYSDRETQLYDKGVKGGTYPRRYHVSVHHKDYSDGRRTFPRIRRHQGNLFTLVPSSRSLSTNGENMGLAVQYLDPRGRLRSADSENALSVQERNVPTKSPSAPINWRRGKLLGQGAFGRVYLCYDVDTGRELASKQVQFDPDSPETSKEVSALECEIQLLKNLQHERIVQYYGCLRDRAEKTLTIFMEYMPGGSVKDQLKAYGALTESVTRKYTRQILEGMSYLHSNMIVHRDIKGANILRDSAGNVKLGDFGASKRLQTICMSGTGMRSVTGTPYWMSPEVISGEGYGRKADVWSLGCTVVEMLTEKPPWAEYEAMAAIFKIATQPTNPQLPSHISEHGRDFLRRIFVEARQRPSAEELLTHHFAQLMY
IDE cell activ – human IDE activators in live cells, primary screen, fluorescence polarization, HEK cells, FAbeta-B substrate | Insulin-degrading enzyme (Homo sapiens), P14735 | FAbeta-B cleavage; 0% vehicle, 100% cell-free pure enzyme wells | activation, % at 5.96 µM | 0.073% of 340,000 active;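 active = activation above the mean of all tested compounds plus 3 SD, set per screening campaign, cut at about 17% in these data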
IDE inh – human IDE inhibitors in live cells, primary screen, fluorescence polarization, HEK cells, FAbetaB substrate | inhibition, % at 5.59 µM | FAbetaB cleavage | 0.41% of 320,000 active;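 active = percent inhibition above the average of all tested compounds plus 3 SD, set per screening campaign, cut at about 16% in these data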;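 note: IDE supplied by intact live HEK cells; FP after avidin binding of uncleaved biotin substrate so inhibition keeps polarization high; 0% = DMSO wells and 100% = 60 µM reference IDE inhibitor Ii1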
* hit, by the source's call; / = no result given. These rows are one share of the data; the hit share may differ from the screen's.

NALP1 inh,MEKK2 WT-MEK5,SUMO HTRF inh,PfM18AAP inh,MEKK2 mut-MEK5,pCIP destab,MEKK3 PB1 HTS,canonical_smiles,IDE cell activ,IDE inh
-10,99,-10,-5,-3,-3,100,CN1CCc2c(OCC(=O)N3CCCc4ccccc43)cccc2C1=O,2,-5
13,99,-6,-2,-3,-4,101,CCOCCc1nnc(NC(=O)CCS(=O)(=O)c2ccccc2)s1,-1,3
-12,105,-49,21,1,-9,103,Cc1cccc(NC(=S)NNC(=S)NC2CCCCC2)c1C,0,0
7,118,-2,-8,19,-1,101,COc1ccccc1N1CCN(C2CCN(C3CCC(c4ccccc4)CC3)CC2)CC1 (stereo not drawn),/,-6
13,99,0,1,10,7,103,CCn1c(-c2ccccc2)csc1=Nc1ccc(O)cc1,2,1
28,108,12,-6,6,-6,105,COc1ccc(C(=O)Nc2nc3nc(-c4ccccc4)cc(=O)n3[nH]2)cc1,8,/
13,99,17,7,2,-4,99,CCC(=O)c1cc2c(cc1NC(=O)c1ccc(C)cc1)OCCO2,1,-2
20,91,-5,-15,-9,4,91,CC(=Nc1ccccc1)Nc1ccccc1,-3,5
1,97,-3,4,1,-12,98,CC(=O)NCC(=O)N1CCC(n2nccc2NC(=O)CCCc2ccccc2)CC1,4,/
3,92,2,1,6,-11,92,CCc1nnc(NC(=O)C2CC(=O)N(c3ccc4c(c3)OCCO4)C2)s1 (stereo not drawn),3,1
18,95,-7,-2,-5,2,96,CCC1C(=O)N=C(SCC(=O)Nc2cccc3ccccc23)NC1=O (stereo not drawn),-3,-3
0,114,22,-1,6,-2,107,COc1ccc2oc(C(=O)OCc3c(C)noc3C)c(C)c2c1,5,5
6,109,22,2,0,-12,103,COc1ccc(C(=O)Nc2nc3ccccc3[nH]2)cc1,3,-4
17,97,9,1,0,-6,100,O=C(CCN1C(=O)/C(=C/c2ccc(Cl)cc2)SC1=S)NC1C=CS(=O)(=O)C1 (stereo not drawn),-2,2
3,100,-4,6,2,-5,98,O=c1cc2c(nn1Cc1ccc(Cl)cc1Cl)-c1ccccc1CC2,2,5
32,87,13,7,-5,-5,84,Cc1nn(C)cc1C1C(C#N)=C(N)N(c2ccc(F)c([N+](=O)[O-])c2)C2=C1C(=O)CCC2 (stereo not drawn),4,-4
3,109,-9,-14,6,-1,106,COC(=O)Cn1cc(C(=O)C2CC2)c2ccccc21,7,7
2,105,24,-8,2,-3,105,COc1cccc(NC(=O)CSc2nncn2-c2ccccn2)c1,7,-3
43*,104,-7,7,2,6,106,CCCCNC(=O)C1CCCNC1=O (stereo not drawn),0,-1
/,122,14,-2,-9,-9,92,CCCNc1nc(Cl)nc(NCc2cccnc2)n1,12,-4
51,103,-2,1,-2,-6,102,Cc1nc(NC(=O)/C=C/c2ccccc2)n[nH]1,2,-6
2,105,11,-7,7,-3,106,CCC(=O)n1nc(-c2ccccc2)nc1N,-1,2
6,92,-20,12,-10,-16,104,CCCCCC(=O)NNC(=S)NC(=O)c1ccccc1[N+](=O)[O-],5,3
23,125,-1,-2,8,-1,99,CN(C)CCCN(C(=O)c1ccc2c(c1)OCCO2)c1nc2ccc(Cl)cc2s1,3,-7
13,101,11,-3,0,-6,99,COCCN(CCOC)C(=O)c1sc2nc(-c3ccccc3)cn2c1C,-3,-6

Among those listed so far, two contain a nitro group on carbon.
NALP1 inh,MEKK2 WT-MEK5,SUMO HTRF inh,PfM18AAP inh,MEKK2 mut-MEK5,pCIP destab,MEKK3 PB1 HTS,canonical_smiles,IDE cell activ,IDE inh
32,87,13,7,-5,-5,84,Cc1nn(C)cc1C1C(C#N)=C(N)N(c2ccc(F)c([N+](=O)[O-])c2)C2=C1C(=O)CCC2 (stereo not drawn),4,-4
6,92,-20,12,-10,-16,104,CCCCCC(=O)NNC(=S)NC(=O)c1ccccc1[N+](=O)[O-],5,3

(more compounds)
NALP1 inh,MEKK2 WT-MEK5,SUMO HTRF inh,PfM18AAP inh,MEKK2 mut-MEK5,pCIP destab,MEKK3 PB1 HTS,canonical_smiles,IDE cell activ,IDE inh
5,96,-4,10,2,11,97,COc1ccc(N(CC(=O)N2CCN(c3ccc(F)cc3)CC2)S(=O)(=O)c2c(C)noc2C)cc1,0,6
21,100,4,-13,5,10,100,CC(C)C1N=C2c3ccccc3N=C(SCC(=O)NCCc3ccc(S(N)(=O)=O)cc3)N2C1=O (stereo not drawn),5,7
8,110,14,0,8,-6,105,CC1Cc2ccccc2N1S(=O)(=O)c1cnc[nH]1 (stereo not drawn),-4,1
10,96,10,-4,2,9,102,COc1ccc(OC)c2[nH]c(=O)c(CCNS(=O)(=O)c3ccc(F)cc3)cc12,-5,9
-15,108,15,-3,10,-21,104,COc1cccc(C=Nc2ccccc2C(=O)Nc2nccs2)c1OC,2,1
-7,101,23,2,2,1,103,O=C(Nc1cccc(-c2nc3ccccc3o2)c1)c1ccc(N2C(=O)C3C4C=CC(C4)C3C2=O)cc1 (stereo not drawn),-4,5
32,111,-9,-7,1,3,147*,CCC(C)NCCCOc1c(C)cc(C)cc1Br (stereo not drawn),1,3
-17,102,-1,-3,5,-4,103,O=C(Nc1ccc2oc(-c3ccc(Cl)c(Cl)c3)nc2c1)c1ncn[nH]1,0,-3
22,105,-1,0,2,-16,101,C=CCc1c(OC)ccc2c1c(S(=O)(=O)c1ccc(C)cc1)cn2COC,5,-7
8,99,5,5,0,-24,102,Cc1ccc2cccc(S(=O)(=O)N3CCCc4ccccc43)c2n1,6,-2
-16,88,13,-2,-2,-18,86,Cc1ccc(C)c(-n2c(-c3csc(C)c3)n[nH]c2=S)c1,-18,7
5,105,-24,-8,2,2,104,O=C(/C=C/c1cccc([N+](=O)[O-])c1)NCCSc1ccccc1,7,1
-10,104,3,8,6,-5,105,COc1ccc(S(=O)(=O)n2nc(-c3ccc(Cl)cc3)cc2N)cc1OC,5,-1
-10,102,14,12,3,-12,105,CCNC(=S)NNC(=O)Cc1ccccc1,1,7
18,125,-3,11,28,-18,108,Cc1ccc(S(=O)(=O)NC(C)(C)CN2CCC(Cc3ccccc3)CC2)cc1,-1,-1
14,98,25,11,-6,8,99,CC1CCCN(Cc2c(O)ccc3c2O/C(=C\c2ccco2)C3=O)C1 (stereo not drawn),-4,13
9,97,6,1,-2,0,98,COC(=O)Cc1c(O)ccn(Cc2ccc(OC)c(OC)c2)c1=O,-1,-4
-10,98,-16,-5,10,-16,110,Cc1cccc(N(Cc2cc3ccccc3[nH]c2=O)C(=O)c2cccs2)c1,5,3
6,95,11,4,-8,-21,96,COc1ccc(S(=O)(=O)Nc2c(NC3CCCCC3)c3ccccc3oc2=O)cc1Cl,7,-3
-8,93,16,3,-6,3,96,CC(=NCc1ccc2c(c1)OCO2)C1=C(O)c2ccccc2C1=O,-3,-1
19,97,9,-8,-4,-15,96,O=C(O)c1ccccc1S(=O)CCO (stereo not drawn),1,-7
5,103,2,-5,9,-8,107,CCOc1ccc(CCNC(=O)C2CCCN(c3nn4c(=O)cc(C)nc4s3)C2)cc1 (stereo not drawn),3,0
5,102,6,5,3,-1,104,O=C(CN1C(=O)NC2(CCCC2)C1=O)Nc1ccccc1C(F)(F)F,-3,-5
3,102,9,-4,1,-2,102,Cc1ccc(NS(=O)(=O)c2ccc(Br)cc2)nc1,/,5
7,103,20,1,7,-17,106,COc1ccc(CC(=O)Nc2ccc(-c3csc(C)n3)cc2)cc1,-1,-2
26,102,4,-7,4,0,97,OCC[C@H]1C[C@H](O)[C@@H](O)[C@@]2(CCCCO2)O1,3,1
-16,103,4,6,-1,3,101,Cn1cccc1CNC(=O)Nc1ccc(Cl)c(Cl)c1,-1,6

By substructure: the entries above with four or more nitrogen atoms.
NALP1 inh,MEKK2 WT-MEK5,SUMO HTRF inh,PfM18AAP inh,MEKK2 mut-MEK5,pCIP destab,MEKK3 PB1 HTS,canonical_smiles,IDE cell activ,IDE inh
-12,105,-49,21,1,-9,103,Cc1cccc(NC(=S)NNC(=S)NC2CCCCC2)c1C,0,0
28,108,12,-6,6,-6,105,COc1ccc(C(=O)Nc2nc3nc(-c4ccccc4)cc(=O)n3[nH]2)cc1,8,/
1,97,-3,4,1,-12,98,CC(=O)NCC(=O)N1CCC(n2nccc2NC(=O)CCCc2ccccc2)CC1,4,/
3,92,2,1,6,-11,92,CCc1nnc(NC(=O)C2CC(=O)N(c3ccc4c(c3)OCCO4)C2)s1 (stereo not drawn),3,1
32,87,13,7,-5,-5,84,Cc1nn(C)cc1C1C(C#N)=C(N)N(c2ccc(F)c([N+](=O)[O-])c2)C2=C1C(=O)CCC2 (stereo not drawn),4,-4
2,105,24,-8,2,-3,105,COc1cccc(NC(=O)CSc2nncn2-c2ccccn2)c1,7,-3
/,122,14,-2,-9,-9,92,CCCNc1nc(Cl)nc(NCc2cccnc2)n1,12,-4
51,103,-2,1,-2,-6,102,Cc1nc(NC(=O)/C=C/c2ccccc2)n[nH]1,2,-6
2,105,11,-7,7,-3,106,CCC(=O)n1nc(-c2ccccc2)nc1N,-1,2
6,92,-20,12,-10,-16,104,CCCCCC(=O)NNC(=S)NC(=O)c1ccccc1[N+](=O)[O-],5,3
5,96,-4,10,2,11,97,COc1ccc(N(CC(=O)N2CCN(c3ccc(F)cc3)CC2)S(=O)(=O)c2c(C)noc2C)cc1,0,6
21,100,4,-13,5,10,100,CC(C)C1N=C2c3ccccc3N=C(SCC(=O)NCCc3ccc(S(N)(=O)=O)cc3)N2C1=O (stereo not drawn),5,7
-17,102,-1,-3,5,-4,103,O=C(Nc1ccc2oc(-c3ccc(Cl)c(Cl)c3)nc2c1)c1ncn[nH]1,0,-3
5,103,2,-5,9,-8,107,CCOc1ccc(CCNC(=O)C2CCCN(c3nn4c(=O)cc(C)nc4s3)C2)cc1 (stereo not drawn),3,0
